# Screening data (PubChem BioAssay)
# VLA-4 allo ag: allosterically activates the human VLA-4 integrin | P13612 | Jurkat cells, LDV-FITC binding, flow cytometry | activation, % at 10 µM (by protocol) | 24,000 tested, under 10 active | AID 528;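 active means fluorescent ligand binding to cells raised by more than 40% of the manganese-induced maximum; inconclusive means compound's own fluorescence above 85% of the ligand control signal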;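 further: 0% = ligand binding without compound and 100% = manganese-stimulated maximal binding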
# Target sequence (P13612 whole entry, looked up): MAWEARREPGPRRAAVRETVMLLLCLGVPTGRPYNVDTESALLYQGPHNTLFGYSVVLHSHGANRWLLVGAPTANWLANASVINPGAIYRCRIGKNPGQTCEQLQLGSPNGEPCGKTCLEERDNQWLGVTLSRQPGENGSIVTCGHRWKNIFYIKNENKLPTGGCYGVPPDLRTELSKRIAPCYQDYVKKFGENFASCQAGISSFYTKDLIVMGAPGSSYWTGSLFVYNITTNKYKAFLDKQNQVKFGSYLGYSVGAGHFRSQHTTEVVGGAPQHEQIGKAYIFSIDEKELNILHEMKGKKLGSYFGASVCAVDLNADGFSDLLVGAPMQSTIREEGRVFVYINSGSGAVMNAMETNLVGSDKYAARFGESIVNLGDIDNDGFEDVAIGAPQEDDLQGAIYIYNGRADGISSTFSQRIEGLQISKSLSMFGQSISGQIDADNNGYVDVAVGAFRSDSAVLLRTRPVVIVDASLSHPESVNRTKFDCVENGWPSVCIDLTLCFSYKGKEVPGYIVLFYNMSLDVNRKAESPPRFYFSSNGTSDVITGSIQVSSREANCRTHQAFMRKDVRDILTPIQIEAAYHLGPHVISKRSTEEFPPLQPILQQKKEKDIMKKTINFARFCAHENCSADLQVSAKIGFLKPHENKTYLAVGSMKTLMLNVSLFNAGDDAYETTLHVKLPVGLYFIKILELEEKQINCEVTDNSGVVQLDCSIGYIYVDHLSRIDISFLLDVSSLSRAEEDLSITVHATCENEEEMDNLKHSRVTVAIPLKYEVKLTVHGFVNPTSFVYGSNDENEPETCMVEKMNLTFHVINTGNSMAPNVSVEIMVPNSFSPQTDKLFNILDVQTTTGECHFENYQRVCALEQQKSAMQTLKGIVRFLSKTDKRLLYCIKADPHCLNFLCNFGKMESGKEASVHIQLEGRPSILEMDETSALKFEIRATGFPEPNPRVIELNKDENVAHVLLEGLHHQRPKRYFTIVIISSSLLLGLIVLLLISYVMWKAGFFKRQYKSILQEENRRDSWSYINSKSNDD
# Prostate diff: LNCaP prostate cell differentiation activation. flow cytometry side scatter, 4 d. side scatter shift, % at 10 µM. actives 0.56% (n = 24,000);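 active means side scatter shift above 30%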;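 further: androgen-responsive LNCaP prostate cancer cells in charcoal-stripped serum medium; percent of cells past a gate set so DMSO wells show 10% shift; higher shift means more granular cells and more differentiation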
# Jurkat autofluor: compound fluoresces in Jurkat cells, VLA-4 screen interference. fluorescence ratio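 (tested at 10 µM compound in the well)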. compound autofluorescence, flow cytometry; hits give high values; 1 = vehicle-only cell background. actives 0.61% (n = 24,000);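 active means fluorescence ratio above 2.44, which is 1 plus 3 SD of all ratios; inconclusive means signal too bright to measure linearly, ratio around 10 or more; inactive means fluorescence ratio below 2.44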;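 further: green fluorescence of cells measured with 488 nm excitation and 530 nm emission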
# VLA-4 antagonist: inhibitors of LDV-FITC ligand binding to Mn2+-activated human VLA-4 integrin. P13612. AID 529. actives 0.2% (n = 24,000). Jurkat cells, LDV-FITC binding with Mn2+, flow cytometry; 100% = Mn2+-driven binding gain fully reversed. inhibition, % at 10 µM (by protocol);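 active means inhibition above 50%; inconclusive means compound itself fluorescent, judged against control cell fluorescence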;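 further: 0% = Mn2+ stimulated cells lacking compound and 100% = ligand binding without Mn2+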
# Starred values were filed as active, the others as inactive; ? = inconclusive; · = no result given. Only part of the results is shown; rates above refer to the full screens.
No.	mol	VLA-4 allo ag	Prostate diff	Jurkat autofluor	VLA-4 antagonist
1	CSCCC(NC(=O)CCN1C(=O)c2ccccc2C1=O)C(=O)O (configuration not stated)	0	9	0.96	-12
2	CCOC(=O)N1CCN(C(=O)CCN2C(=O)COc3ccc(C)cc32)CC1	-11	10	1.1	-9
3	C=COCCNC(=O)Nc1ccc(Cl)c(Cl)c1	4	3	1	-15
4	CCCOc1cccc(C(=O)N(Cc2ccco2)C2CCS(=O)(=O)C2)c1 (configuration not stated)	8	6	1.1	-19
5	COc1cccc(NC(=O)c2oc3ccccc3c2NC(=O)c2ccc3c(c2)OCO3)c1	-2	19	1.1	3
6	Cc1ccc(CCNC(=O)c2coc3nc4ccccc4nc23)cc1	?	7	4.2*	?
7	Nn1c(SCC(=O)NC2CCCCC2)nnc1-c1ccc(Cl)cc1	2	9	0.99	5
8	CCCc1nnc(NC(=O)C(C)N2C(=O)C3C4C=CC(C4)C3C2=O)s1 (configuration not stated)	3	7	0.89	-6
9	CCC(Oc1ccc2c(c1)C(=O)CC(C)(C)O2)C(=O)NCCN1CCCCCC1 (configuration not stated)	10	13	0.99	2
10	CCCN(CCC)CCNS(=O)(=O)c1ccc2c(c1)oc(=O)n2C	4	9	1.4	-12

# The closing two compounds of the part before are carried over, then new ones follow:
No.	mol	VLA-4 allo ag	Prostate diff	Jurkat autofluor	VLA-4 antagonist
9	CCC(Oc1ccc2c(c1)C(=O)CC(C)(C)O2)C(=O)NCCN1CCCCCC1 (configuration not stated)	10	13	0.99	2
10	CCCN(CCC)CCNS(=O)(=O)c1ccc2c(c1)oc(=O)n2C	4	9	1.4	-12
11	COc1ccc(C2C(C(N)=O)=C(C)Nc3nc(-c4ccccc4OC)nn32)cc1OC (configuration not stated)	3	22	1	-4
12	O=C(CCC1CCCCC1)Nc1c2c(nn1-c1ccc(F)cc1)CS(=O)(=O)C2	1	5	1.1	-9
13	COC(=O)Nc1ccc(S(=O)(=O)N2CCCCCC2)cc1	-2	6	1	-3
14	CCN(CC)S(=O)(=O)N1CCC(C(=O)NCCN2CCOCC2)CC1	11	1	0.99	-33
15	COc1ccc(S(=O)(=O)NC(CC(=O)NCc2ccccc2OC)c2ccco2)cc1 (configuration not stated)	4	9	0.99	3
16	Cc1ccc(S(=O)(=O)NCCc2ccncc2)cc1	2	5	1.1	-8
17	CC1(C(=O)NC2CCCCC2)CCC(=O)N1Cc1cccnc1 (configuration not stated)	1	6	1.1	7
18	COc1ccc(C(=O)NCCn2cc(SCC(=O)N3CCOCC3)c3ccccc32)cc1	-9	15	1	30
19	CC(=O)c1cc(Cl)ccc1OC(=O)c1ccco1	-6	4	0.89	-14
20	COc1ccc(C(CC(=O)O)NC(=O)C2CCCCC2)cc1 (configuration not stated)	-4	6	1.1	40
21	FC(F)(F)c1cccc(N2CCN(Cc3cccnc3)CC2)c1	-2	16	1.1	-4
22	CCCc1cc(C(=O)Nc2cccnc2)no1	2	6	0.97	-1
23	CC1(C)CC(=O)C2=C(C1)N(c1ccccc1C#N)C(N)=C(C#N)C2c1cccs1 (configuration not stated)	?	8	1.2	?
24	N#CCOc1nc(N2CCOCC2)nc(N2CCOCC2)n1	-8	14	0.33	18
25	CCOc1cc(-c2nc(-c3ccc(C)nc3OCC)no2)cc(OCC)c1OCC	2	16	1.1	-10
26	O=C(NCc1ccc(F)cc1)C1C2C=CC3(CN(Cc4cccnc4)C(=O)C13)O2 (configuration not stated)	3	4	1.1	3
27	O=c1[nH]c2ccc(S(=O)(=O)NCc3ccccn3)cc2s1	-4	3	1.1	10
28	O=c1c2cccnc2[nH]c(=S)n1CCCN1CCN(c2ccccc2F)CC1	-9	5	1.1	-14
29	COCCNS(=O)(=O)c1ccc(-c2ccc(S(=O)(=O)NCCOC)cc2)cc1	-1	8	1.1	14
30	CCCc1nnc(SCC(=O)N2CCOCC2)n1Cc1ccco1	4	3	0.97	-20
31	O=C(CN1C(=O)CC(c2ccco2)Sc2ccccc21)NCC1CCCO1 (configuration not stated)	3	9	1	7
32	CCOC(=O)C(C)n1ncn2cccc2c1=O (configuration not stated)	-7	17	1	-29
33	CN(CCNC(=O)CCNC(=O)Cn1ccc2ccccc2c1=O)Cc1ccccc1	?	13	1.1	?
34	CCOC(=O)N1CCN(C(=O)CSCC(=O)Nc2nc(-c3cccs3)cs2)CC1	-7	7	1.1	19
35	COc1ccc(N2CCN(C(=O)c3cc4c(-c5cccc(OC)c5)nn(C)c4s3)CC2)cc1	?	13	1.4	?
36	O=C(CSc1nnc(-c2ccccc2)o1)N1CCc2ccccc2C1	4	6	1.1	-17
37	Nc1ccccc1NC(=O)c1ccccc1N	-4	·	0.99	-1
38	Cc1c(NC(=O)C2(c3ccccc3)CCOCC2)c(=O)n(-c2ccccc2)n1C	2	11	1.1	-24
39	CCCCN(CCCC)S(=O)(=O)c1ccc(OC)c2ncccc12	8	12	0.81	-30
40	O=C1CC(c2ccccc2)n2nc(NC(=O)c3ccccn3)nc2N1 (configuration not stated)	3	12	1.1	-7
41	CCOc1ccc(-n2c(Cc3cc(=O)[nH]c(=O)[nH]3)nnc2SCC)cc1	-2	8	1.1	15
42	COc1ccc(Cc2nnc(Nc3ccc(C)cc3C)[nH]c2=O)cc1	-3	6	1	4
43	Cn1c(=O)c2c(SCc3cccc(C(F)(F)F)c3)nc(-c3ccco3)nc2n(C)c1=O	6	13	1.1	-17
44	Cc1cccc(N(C)C(=O)CCS(=O)(=O)c2cccc3nonc23)c1	5	5	1	-10
45	COc1ccc(N(CC(=O)N2CCc3ccccc32)S(=O)(=O)c2c(C)n[nH]c2C)cc1	0	5	1	0
46	Cc1[nH]c(=O)[nH]c(=O)c1S(=O)(=O)NCC12CC3CC(CC(C3)C1)C2	0	4	1.1	-18
47	COc1cccc(-c2cc(C(=O)N3CCCCC3C)no2)c1 (configuration not stated)	-1	11	1	-1
48	Oc1cccc(C=NCc2ccccc2)c1O	-6	2	1.2	-4
49	CCOc1ccc(NC(=O)c2oc3ccccc3c2NC(=O)C2CC2)cc1	-7	16	1.3	4
50	Cc1ccc(C)c(OCC(O)CN2C(C)CCCC2C)c1 (configuration not stated)	-1	7	0.99	-1
51	CCC(=O)N1CCc2cc(S(=O)(=O)CCC(=O)NCc3cccs3)ccc21	6	9	1	3
52	CCOC(=O)N1CCN(C(=O)c2ccc3c(=O)n(Cc4ccc(Cl)cc4)c(=S)[nH]c3c2)CC1	4	9	1.1	-11
53	O=C(CN1C(=O)CCS(=O)(=O)c2ccccc21)NCc1ccccc1	3	5	1.1	0
54	COc1ccccc1Nc1nc2ccccc2[nH]1	4	5	1.1	-12
55	COCCn1c(SCC(=O)c2ccccc2)nc2c(c1=O)SC(C)C2 (configuration not stated)	-2	6	1.1	-8
56	CCOC(=O)N1CCN(c2c(NCCc3ccc(OCC)c(OCC)c3)c(=O)c2=O)CC1	1	7	1	-3
57	COc1ccccc1S(=O)(=O)Cc1ccc(C(=O)N2CCN(c3ccc(C)cc3)C(C)C2)o1 (configuration not stated)	-2	5	1.1	8
58	COCCn1c(=S)[nH]c2cc(C(=O)N3CCN(c4ccccc4OC)CC3)ccc2c1=O	2	2	1.1	13
59	CCOC(=O)C1CCCN(C(=O)CNS(=O)(=O)c2ccc(Br)s2)C1 (configuration not stated)	-1	6	1	-8
60	O=c1cc(N2CCN(c3cccc(Cl)c3)CC2)[nH]c(=O)n1C1CCCCC1	-4	13	1.1	36

# (further entries)
No.	mol	VLA-4 allo ag	Prostate diff	Jurkat autofluor	VLA-4 antagonist
61	Cc1cc2nc(-c3ccco3)cc(C(F)(F)F)n2n1	-2	12	1	7
62	CCOC(=O)CC(NC(=O)c1ccco1)c1ccccc1Cl (configuration not stated)	-2	3	1	?
63	CC(=O)N1CCc2cc(S(=O)(=O)CCC(=O)Nc3cccc(F)c3)ccc21	3	9	1	1
64	O=C(CC1Oc2ccccc2NC1=O)NCCCN1CCN(C2CCCCC2)CC1 (configuration not stated)	-4	5	0.81	6
65	CC(CC(=O)O)CC1=NS(=O)(=O)c2ccccc2N1 (configuration not stated)	26	7	0.8	-28
66	c1ccc(-c2nnc(SCc3nc4ccccc4[nH]3)o2)cc1	0	13	1.1	7
67	CCCCSCCCNC(=O)Nc1cccc(OC)c1	-1	2	0.95	13
68	CCOC(=O)c1cnc(C(C)(C)C)[nH]c1=O	4	10	0.96	-14
69	CCOc1cc(C#N)c(NC(=O)c2ccnn2C)cc1OCC	6	11	0.97	-13
70	Cn1nnnc1SCC(=O)Nc1ccccc1-c1ccccc1	-1	4	0.9	-14
71	CC1=C(C(=O)Nc2ccccn2)C(c2ccc(Br)cc2)n2ncnc2N1 (configuration not stated)	1	3	0.93	-26
72	COc1cccc(CNC(=O)C2CCCN(S(C)(=O)=O)C2)c1 (configuration not stated)	-1	5	1.1	-10
73	Cc1nc2ccc(S(=O)(=O)NCC(=O)N3CCC(C)CC3)cc2s1	-3	15	1.1	26
74	Cc1cccc(CN2CCN(CC(=O)O)C2=O)c1	-6	2	1.1	9
75	CCC(C(=O)OCCN(CC)CC)c1ccccc1 (configuration not stated)	0	5	0.98	-8
76	CCOc1ccc(NC(=O)CSc2nnc(COc3c(C)cccc3C)o2)cc1	1	6	1	-3
77	CCN(CC)S(=O)(=O)c1cccc(-c2nnc(SCCOc3ccccc3C)o2)c1	-6	3	1	4
78	Cc1cccc2cc(CN(CC3CCCO3)C(=O)c3cnccn3)c(=O)[nH]c12 (configuration not stated)	-6	5	1.1	-8
79	Nc1nc(C(=O)N2CCOCC2)nn1S(=O)(=O)c1ccc(Cl)cc1	3	12	1.1	-6
80	O=C(CCCNS(=O)(=O)c1cccs1)N1CCc2ccccc2C1	5	3	0.97	-4

# At a glance, 23 of the compounds above.
No.	mol	VLA-4 allo ag	Prostate diff	Jurkat autofluor	VLA-4 antagonist
58	COCCn1c(=S)[nH]c2cc(C(=O)N3CCN(c4ccccc4OC)CC3)ccc2c1=O	2	2	1.1	13
59	CCOC(=O)C1CCCN(C(=O)CNS(=O)(=O)c2ccc(Br)s2)C1 (configuration not stated)	-1	6	1	-8
60	O=c1cc(N2CCN(c3cccc(Cl)c3)CC2)[nH]c(=O)n1C1CCCCC1	-4	13	1.1	36
61	Cc1cc2nc(-c3ccco3)cc(C(F)(F)F)n2n1	-2	12	1	7
62	CCOC(=O)CC(NC(=O)c1ccco1)c1ccccc1Cl (configuration not stated)	-2	3	1	?
63	CC(=O)N1CCc2cc(S(=O)(=O)CCC(=O)Nc3cccc(F)c3)ccc21	3	9	1	1
64	O=C(CC1Oc2ccccc2NC1=O)NCCCN1CCN(C2CCCCC2)CC1 (configuration not stated)	-4	5	0.81	6
65	CC(CC(=O)O)CC1=NS(=O)(=O)c2ccccc2N1 (configuration not stated)	26	7	0.8	-28
66	c1ccc(-c2nnc(SCc3nc4ccccc4[nH]3)o2)cc1	0	13	1.1	7
67	CCCCSCCCNC(=O)Nc1cccc(OC)c1	-1	2	0.95	13
68	CCOC(=O)c1cnc(C(C)(C)C)[nH]c1=O	4	10	0.96	-14
69	CCOc1cc(C#N)c(NC(=O)c2ccnn2C)cc1OCC	6	11	0.97	-13
70	Cn1nnnc1SCC(=O)Nc1ccccc1-c1ccccc1	-1	4	0.9	-14
71	CC1=C(C(=O)Nc2ccccn2)C(c2ccc(Br)cc2)n2ncnc2N1 (configuration not stated)	1	3	0.93	-26
72	COc1cccc(CNC(=O)C2CCCN(S(C)(=O)=O)C2)c1 (configuration not stated)	-1	5	1.1	-10
73	Cc1nc2ccc(S(=O)(=O)NCC(=O)N3CCC(C)CC3)cc2s1	-3	15	1.1	26
74	Cc1cccc(CN2CCN(CC(=O)O)C2=O)c1	-6	2	1.1	9
75	CCC(C(=O)OCCN(CC)CC)c1ccccc1 (configuration not stated)	0	5	0.98	-8
76	CCOc1ccc(NC(=O)CSc2nnc(COc3c(C)cccc3C)o2)cc1	1	6	1	-3
77	CCN(CC)S(=O)(=O)c1cccc(-c2nnc(SCCOc3ccccc3C)o2)c1	-6	3	1	4
78	Cc1cccc2cc(CN(CC3CCCO3)C(=O)c3cnccn3)c(=O)[nH]c12 (configuration not stated)	-6	5	1.1	-8
79	Nc1nc(C(=O)N2CCOCC2)nn1S(=O)(=O)c1ccc(Cl)cc1	3	12	1.1	-6
80	O=C(CCCNS(=O)(=O)c1cccs1)N1CCc2ccccc2C1	5	3	0.97	-4

# Later entries
No.	mol	VLA-4 allo ag	Prostate diff	Jurkat autofluor	VLA-4 antagonist
81	Cc1cccc2nc(Cn3c(=O)n(CCC(=O)NCc4ccco4)c(=O)c4ccccc43)cc(=O)n12	-4	4	1.1	-7
82	CCSc1nnc(-c2cccs2)o1	4	6	0.98	3
83	CSCCC(NC(=O)C1CCC(C)CC1)C(=O)O (configuration not stated)	1	4	1	0
84	Cc1sc2c(c1C)C(=O)NC(c1cccc(O)c1)N2 (configuration not stated)	4	10	1	19
85	Cc1ccc(Cl)cc1-n1c(=O)cc(N2CCN(C(=O)c3ccco3)CC2)[nH]c1=O	-3	10	1.1	?
86	Cc1ccc(Cl)cc1NC(=O)Cn1cc2c(n1)CCCC2	?	9	1.2	?
